RmlCD inh 1536: M. tuberculosis RmlC/RmlD coupled enzyme inhibitors, primary screen, biochemical, compound mixtures, 384-well, from 1536-well plates. 160,000 tested, 0.03% active. AID 1533, 2009. inhibition, % at 3.6 µM. dTDP-4-dehydrorhamnose reductase (Mycobacterium tuberculosis (strain ATCC 25618 / H37Rv)) …. RmlC+RmlD coupled enzyme assay, percent inhibition; primary screen in compound mixtures; in the data active means inhibition mostly above about 34%, no sharp cut-off; inconclusive means no clear call, values can overlap the other calls; inactive means mostly below about 22%; further: some results filed as inactive read as strong as hits
Target sequence (P9WH09 whole entry, looked up): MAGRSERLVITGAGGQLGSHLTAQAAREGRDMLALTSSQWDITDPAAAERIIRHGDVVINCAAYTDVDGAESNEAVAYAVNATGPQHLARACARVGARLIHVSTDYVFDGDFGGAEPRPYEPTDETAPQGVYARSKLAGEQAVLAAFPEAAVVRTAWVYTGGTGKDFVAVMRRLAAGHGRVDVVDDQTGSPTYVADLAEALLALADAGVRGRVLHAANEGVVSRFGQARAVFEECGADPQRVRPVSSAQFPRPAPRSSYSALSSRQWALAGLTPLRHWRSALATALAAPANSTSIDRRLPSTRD
Target sequence (P9WH11 whole entry, looked up): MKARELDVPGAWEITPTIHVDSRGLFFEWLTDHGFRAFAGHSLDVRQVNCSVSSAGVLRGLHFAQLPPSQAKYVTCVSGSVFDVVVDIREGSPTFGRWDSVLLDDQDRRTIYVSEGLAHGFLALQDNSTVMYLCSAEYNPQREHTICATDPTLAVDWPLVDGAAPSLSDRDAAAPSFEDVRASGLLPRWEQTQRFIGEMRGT
M. tuberculosis GlmU: inhibition of mycobacterial GlmU enzyme – biochemical, glucosamine-1-phosphate acetyltransferase (AID 1376); Bifunctional protein GlmU (Mycobacterium tuberculosis (strain ATCC 25618 / H37Rv)); M. tuberculosis GlmU acetyltransferase enzyme assay; higher % means a stronger effect; inhibition, %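 (tested at 30 µM in the primary screen)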, or IC50 in µM where a hit was titrated; 220,000 tested, 0.25% active; in the data active means inhibition above about 13%; inconclusive means no clear call, values can overlap the other calls;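 further: 0% = complete reaction with vehicle and 100% = reaction without substrate; strong numbers were not always called active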
The depositor's hits bear a star; ? = inconclusive; · = not tested or not shown. Not all compounds are listed; the hit share may differ from the screen's.

Values in the order: RmlCD inh 1536	M. tuberculosis GlmU
CC1(C)CC(=O)c2c(O)cc(O)cc2O1
    -8.4	-2.1%
CCOc1ccc(-c2nn(-c3ccccc3)cc2/C=C2\SC(=S)N(Cc3ccco3)C2=O)cc1
    -6.9	5.2%
C=C1CSc2nc3ccccc3c(=O)n21
    ·	-2.5%
Cc1ccccc1NC(=S)Nc1cccc([N+](=O)[O-])c1
    -0.3	-3.4%
O=C(CSc1nc2c([nH]c3ccccc32)c(=O)n1-c1ccc(F)cc1)NCc1ccco1
    -3.8	·
COc1cc(C(C)=O)ccc1Oc1cnccn1
    -10.2	-2.1%
CN1CCN(c2cc(=O)n(-c3ccc(Cl)cc3)c(=O)[nH]2)CC1
    20.0	-6.8%
CC(=O)N(C)c1ccc(OCC(O)Cn2c(C)nc3ccccc32)cc1 (stereo not given)
    -6.3	3.5%
COc1ccc(NC(=O)CSc2nnc(CN3CCOCC3)n2-c2ccccc2)cc1Cl
    ·	3.1%
CCOC(=O)CN(C(=O)COc1nc(-c2ccccc2)cc(C)c1C#N)c1ccccc1
    5.0	-1.8%
CCC1CCCCN1c1nc(-c2cccc(OC)c2O)nc2ccccc12 (stereo not given)
    10.4	-1.5%
Cc1cccc(C)c1NC(=S)N(CCCN1CCN(C)CC1)Cc1cccs1
    1.7	3.2%
C1CCN(CCCNC2C3CC4CC(C3)CC2C4)C1 (stereo not given)
    -10.4	2.1%
C/C(=N\NC(=O)Cc1ccccc1)c1cccs1
    ·	-0.1%
O=C(/C=C/c1ccccc1)N/C(=C/c1ccccc1)C(=O)NCCCO
    -8.7	2.7%
CN1CCN(C(=O)C23CCC(C)(C(=O)C2Br)C3(C)C)CC1 (stereo not given)
    -1.4	7.8%
Cc1cc(OCC(=O)Nc2ccc(S(=O)(=O)N3CCN(C)CC3)cc2)cc(C)c1Cl
    10.6	-0.5%
Cc1ccc2c(c1)N(CC(=O)c1cccc(Cl)c1)C(=O)C(C)O2 (stereo not given)
    ·	3.2%
CCc1nc(SCC(=O)Nc2cc(C)on2)c2c(C)c(C)sc2n1
    83.7	2.2%
CCN(CC)S(=O)(=O)c1cccc(NC(=O)CCSc2ccc(Cl)cc2)c1
    -0.8	-1.9%
CCc1c(C)sc(NC(=O)c2cc(-c3ccco3)on2)c1C#N
    ·	2.7%
CCC1(C)Cc2ccccc2-c2nc(NCCO)[nH]c(=O)c21 (stereo not given)
    -3.1	-4.3%
Cc1ccc(Nc2cc(C)nc(N3CCOCC3)n2)c(C)c1
    51.0	-4.6%
CCCNc1[nH]c(=O)n(C)c(=O)c1N=O
    ·	2.5%
O=C(c1ccco1)N1CCN(Cc2nnnn2CC2CCCO2)CC1 (stereo not given)
    8.5	-2.3%
Cc1cc(C(F)(F)F)nn2cnnc12
    0.5	4.8%
O=C(c1ccccc1)C1CN(Cc2ccccc2)CCC1(O)c1ccccc1 (stereo not given)
    ·	0.3%
COC(=O)C(NS(=O)(=O)c1ccccc1Cl)c1ccccc1 (stereo not given)
    6.5	0.8%
C(#Cc1ccccc1)C[N+]1(CC#Cc2cccc3ccccc23)CCOCC1
    12.1	2.8%
O=C(O)c1ccc2c(c1)OCCCO2
    ·	6.0%

An excerpt from above in order of SMILES length, rising.
Values in the order: RmlCD inh 1536	M. tuberculosis GlmU
C=C1CSc2nc3ccccc3c(=O)n21
    ·	-2.5%
CCc1c(C)sc(NC(=O)c2cc(-c3ccco3)on2)c1C#N
    ·	2.7%
CCc1nc(SCC(=O)Nc2cc(C)on2)c2c(C)c(C)sc2n1
    83.7	2.2%
CCN(CC)S(=O)(=O)c1cccc(NC(=O)CCSc2ccc(Cl)cc2)c1
    -0.8	-1.9%
O=C(CSc1nc2c([nH]c3ccccc32)c(=O)n1-c1ccc(F)cc1)NCc1ccco1
    -3.8	·

(cont.)
Values in the order: RmlCD inh 1536	M. tuberculosis GlmU
COc1ccc(NC(=O)c2ccco2)cc1N
    ·	-4.4%
CCc1ccc(NC(=O)C/C(C)=N/NC(=O)OCc2ccc(OC)cc2)cc1
    -8.7	-6.9%
COc1cccc(NC(=O)C2CCN(S(=O)(=O)c3ccc4c(c3)OCCO4)CC2)c1
    -8.6	-1.8%
Cc1ccc(N(C(=O)c2ccc3c(c2)OCO3)C2C=CS(=O)(=O)C2)cc1 (stereo not given)
    -3.2	-5.1%
Cc1ccc(NCC(=O)N=Nc2c(O)n(C)c3ccccc23)cc1
    -2.7	-4.9%
Brc1ccc(-c2nnc3c4ccccc4nc(N4CCOCC4)n23)cc1
    -3.2	·
COc1ccccc1/C=N/NC(=O)CNC(=O)c1ccc(S(=O)(=O)N2CCCC2)cc1
    -5.8	1.7%
Cc1cc(-n2c(C)cc(C(=O)CN3C(=O)NC4(CCCCC4C)C3=O)c2C)no1 (stereo not given)
    -10.6	7.1%
COc1ccccc1N1CCN(CCc2n[nH]c(=S)n2-c2ccccc2)CC1
    -1.9	-7.5%
CC(Cc1ccccc1)[n+]1cc(/N=C(\N)[O-])on1 (stereo not given)
    ·	16.1%
Cc1ccccc1C(=O)NC=C1C(=O)OC(C)(C)OC1=O
    8.0	-3.7%
Cc1cc(C)c(S(C)(=O)=O)c(S(=O)c2ccc(Cl)cc2)n1 (stereo not given)
    ·	-3.1%
O=C(O)C(O)(c1ccccc1)C1CCCC1 (stereo not given)
    5.5	5.2%
COc1ccc2[nH]c(=O)c(CN(C(=O)c3cccnc3)c3ccccc3OC)cc2c1
    8.4	1.3%
Cc1cccn2cc(-c3c[nH]c4ccccc34)nc12
    -5.4	-3.7%
CNc1oc(-c2ccccc2)nc1C#N
    -1.3	1.6%
Cc1ccsc1C(=O)N1CCCC(CCC(=O)NCc2ccccc2F)C1 (stereo not given)
    -1.8	-0.8%
CCc1ccc(C(C(=O)NC2CCCC2)N(C(=O)/C=C/C(=O)Nc2cc(C)on2)c2ccccc2C)cc1 (stereo not given)
    3.4	0.4%
Cc1cccc(C)c1Nc1nnc(SCC(=O)NCc2cccs2)s1
    -1.7	1.1%
CCc1cc(=O)oc2cc(C)cc(OC(C)C(=O)O)c12 (stereo not given)
    12.0	1.9%
CCOc1ccc(NC(=S)N(CCCN2CCOCC2)Cc2cn(C)c3ccccc23)cc1
    ·	1.8%
Cc1ccc(-c2nc3ccccc3s2)cc1NC(=S)NC(=O)c1cccc2ccccc12
    ·	3.2%
O=C(COC(=O)COc1ccc2ccccc2c1)NCC(F)(F)F
    -1.2	1.9%
C/C(=N\NC(N)=O)C1(C)CCCCC1
    -8.5	1.6%
COc1ccc(NC(NC(=O)c2cccnc2)C(Cl)(Cl)Cl)cc1 (stereo not given)
    16.8	-6.1%
COc1cnc(N(C)C)nc1Sc1ccc(Cl)cc1
    ·	1.3%
Cc1c(C#N)c2ccccc2n1CC(=O)NCC1CCCO1 (stereo not given)
    4.0	-3.6%
Cc1ccc2c(c1)N(C(=O)CSc1nncn1C)C(C)(C)c1ssc(=S)c1-2
    2.8	2.2%
O=S(=O)(CCSc1nc2ccccc2o1)c1nc2ccccc2s1
    -0.7	3.7%
COc1ccccc1-c1nc(C#N)c(N2CCC(C(N)=O)CC2)o1
    ·	5.2%

By substructure: the compounds so far with bromine (two)
Values in the order: RmlCD inh 1536	M. tuberculosis GlmU
CN1CCN(C(=O)C23CCC(C)(C(=O)C2Br)C3(C)C)CC1 (stereo not given)
    -1.4	7.8%
Brc1ccc(-c2nnc3c4ccccc4nc(N4CCOCC4)n23)cc1
    -3.2	·

More entries.
Values in the order: RmlCD inh 1536	M. tuberculosis GlmU
Cc1ccc(C(=O)O)cc1S(=O)(=O)N1CCC(C(=O)O)CC1
    -2.7	3.5%
Oc1ccc(/C=N/N(Cc2ccccc2)c2ccccc2)cc1
    ?	2.9%
CCOc1ccc2c(c1)c(N=NC(N)=S)c(O)n2C
    7.8	2.1%
Cc1nc2nc(-c3ccco3)[nH]n2c(=O)c1Cc1ccccc1
    -2.1	1.8%
O=C(Cn1c(=O)n(Cc2ccco2)c(=O)c2ccccc21)NCC1CCCO1 (stereo not given)
    11.2	1.6%
Cn1c(=O)cc(SCC(=O)N2CCC3(CC2)OCCO3)c2ccc(Cl)cc21
    4.7	0.9%
COc1ccc(F)cc1S(=O)(=O)N1CC(C)CC(C)C1 (stereo not given)
    13.1	0.5%
CCOC(=O)C1CCN(c2c(NCc3ccc(C(=O)Nc4ccc(C)cc4)cc3)c(=O)c2=O)CC1
    ·	-3.6%
CC(OC(=O)CN1C(=O)NC(C)(C)C1=O)C(=O)c1ccccc1 (stereo not given)
    -10.8	-3.5%
N#C/C(=C(/O)c1ccc(-c2cccc([N+](=O)[O-])c2)o1)c1nc2ccccc2s1
    -4.8	9.0%
O=C(NCc1ccc(Cl)cc1)c1ccc(OCC2CCCO2)cc1 (stereo not given)
    14.9	0.7%
O=C1CC(c2cccs2)Cc2nc(NCC3CCCO3)ncc21 (stereo not given)
    7.0	0.6%
O=C(Cn1cccc1)Nc1ccc(OC(F)(F)F)cc1
    -10.2	2.8%
Cc1ccc(-c2noc(CCC(=O)NCC3CCCO3)n2)cc1 (stereo not given)
    ·	5.6%
Nc1ccc(Nc2ccccc2)c(S(=O)(=O)O)c1
    -3.1	36.2%*
Cc1cc(NC(=O)CSc2nc(=O)cc(N)n2-c2ccc(Cl)cc2)no1
    ·	0.6%
COc1ccc2nc(SCCN(C)C)[nH]c2c1
    4.7	-5.5%
Cc1cc(C(=O)Nc2ccccc2N2CCCCC2)no1
    5.8	6.0%
CCOc1ccc2nc(SCC(=O)NCc3ccc4c(c3)OCO4)[nH]c2c1
    6.0	-1.0%
CCOC(=O)C1=C(C)N=c2s/c(=C\C(=O)OC)c(=O)n2C1c1ccc(OC)cc1 (stereo not given)
    -0.9	-3.1%
CCCCOC(=O)c1ccc(NC(=O)C2CCCO2)cc1 (stereo not given)
    ·	-2.3%
CCC1(c2ccccc2)NC(=S)N(c2ccc(C)c(C)c2)N1 (stereo not given)
    6.3	6.2%
COc1ccc(OC)c(N(CC(=O)Nc2cccc(C(F)(F)F)c2)S(C)(=O)=O)c1
    -11.8	3.8%
O=C(CN1C(=O)C2CC=CCC2C1=O)Nc1nc2ccc(F)cc2s1 (stereo not given)
    -11.1	-2.0%
CC1(C)c2[nH]c3ccccc3c2C[C@H]2C(=O)N(Cc3ccccc3F)C(=O)N21
    ·	0.7%
N#Cc1ccc(NC(=O)c2cc(=O)c3ccccc3o2)cc1
    -8.8	-6.1%
CC(=O)OCCNC(=O)c1cccnc1
    -0.4	0.9%
CC(=O)C1=C(O)C(=O)N(c2cc(C(C)(C)C)on2)C1c1ccc(Br)cc1 (stereo not given)
    ·	-0.1%
CCC(=O)c1ccc(OC(=O)c2cnccn2)cc1
    2.2	1.9%
CCCc1cc(=O)[nH]c(SCC(=O)c2cc(C)n(-c3cc(C)on3)c2C)n1
    -10.9	2.3%
O=C(NNC(=O)c1ccc(F)cc1)C(=O)N1CCCCC1
    7.8	0.9%
CCN(CC)CCCN(Cc1cc2cc3c(cc2[nH]c1=O)OCCO3)C(=O)Nc1ccccc1
    -1.8	1.0%
O=C(CCSc1ccccc1)N1CCCC1
    5.5	1.5%
COc1cccc(CNC(=O)CCC2CCCN(C(=O)c3cccc(Cl)c3)C2)c1 (stereo not given)
    7.5	-5.1%
CC1=C(C(=O)O)N2C(=O)C(NC(=O)c3nn(C)cc3Cl)C2SC1 (stereo not given)
    -0.5	-0.4%
NC(=O)c1nn(-c2ccccc2)nc1NC(=O)CN1CCCC1
    1.9	-2.1%
O=C(/C=C/c1ccco1)N(Cc1ccc(Cl)cc1)C1CCS(=O)(=O)C1 (stereo not given)
    6.4	3.7%
COc1ccc(-c2csc(N)n2)cc1F
    6.0	6.5%
Cc1ccccc1-n1ncc2c([N+](=O)[O-])cc([N+](=O)[O-])cc21
    ·	-3.4%
Cc1c(C(=O)NCCCN2CCOCC2)sc2ncnc(N3CCN(c4ccccc4)CC3)c12
    -6.0	3.7%
CC(=O)N1c2ccccc2C(=O)OC1c1cccnc1 (stereo not given)
    -6.0	-1.1%
Cc1ccc(/C=N/n2c(C)nnc2C)cc1
    20.6	-1.4%
CCOC(=O)CC(/C(C)=N\O)c1ccccc1 (stereo not given)
    10.8	0.9%
Cc1ccccc1NCc1ccccc1O
    -16.5	-4.4%
COc1ccc(NC(=O)CC2CCCC2)cc1S(=O)(=O)N1CCCCC1
    4.1	-3.7%
O=C(CSc1nnc(-c2cnccn2)n1Cc1ccco1)Nc1ccc(Br)cc1
    -5.0	0.9%
Cc1cccc(N2CCN(C(=O)C3CCN(S(=O)(=O)c4cccc5cccnc45)CC3)CC2C)c1 (stereo not given)
    -10.8	·
Cc1[nH]n(-c2cccc(Cl)c2)c(=O)c1C=NCC(C)C
    -12.1	-4.0%
Nc1ccccc1SCc1ccccc1Cl
    -5.3	-0.4%
Cc1nc(CC(=O)Nc2nc(C(C)(C)C)cs2)cs1
    60.9	3.3%
O=c1c2ccccc2[nH]c(=S)n1Cc1ccc2c(c1)OCO2
    -5.4	0.3%
CCOC(=O)C(C)/C(C)=N\Nc1ccc([N+](=O)[O-])cc1[N+](=O)[O-] (stereo not given)
    3.0	-1.4%
O=C(Nc1ccccc1Oc1ccccc1)C1CC1
    ·	-1.2%
Cc1cc(C)nc(-n2nc(C)c(C3(O)C(=O)Nc4ccc(F)cc43)c2N)n1 (stereo not given)
    ·	1.9%

High-throughput results from PubChem.
